# Tau ThT inhib: inhibitors of human tau fibril formation, thioflavin T binding. P10636. recombinant tau K18 P301L, heparin-induced fibrillization, ThT fluorescence. Potency, µM (titrated, usually from 57.4 µM), inactives show at the highest dose activity, negative = inhibition, actives largely listed as inhibitors. 270,000 tested, 2.1% active. AID 1460; further: on the % scale 0 is the no-effect control and ±100 the full control effect; nearly all actives have a fitted effect of over 55% in size
# Target sequence (P10636 561-689 P618L limits assumed): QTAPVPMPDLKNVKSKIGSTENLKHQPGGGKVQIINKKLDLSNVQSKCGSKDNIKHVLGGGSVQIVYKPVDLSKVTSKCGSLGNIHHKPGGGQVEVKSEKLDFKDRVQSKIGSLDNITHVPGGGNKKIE
#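 Tau K18 P301L fragment (15 uM unlabeled plus 0.24 uM Alexa 594-labeled) in 100 mM sodium acetate pH 7 with compound, fibrillization induced by 20 uM heparin for 6 hr at 37 C. Thioflavin T (30 uM) added, fluorescence read after 1 hr (ex 450, em 510 nm).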
# Tau FP inhib: blocks human tau fibril formation measured by polarization; Potency, µM (doses to about 57.7 µM), without a hit: at the highest dose activity, negative = inhibition, actives largely listed as inhibitors; K18 P301L tau heparin fibrillization, Alexa594 FP, 6 h; AID 1468; 280,000 tested, 0.39% active; P10636; further: on the % scale 0 is the no-effect control and ±100 the full control effect; nearly all actives have a fitted effect of over 55% in size
#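 Human tau K18 […] P301L fragment, 15 uM unlabeled plus 0.24 uM Alexa 594-labeled tau (final), with compound and 20 uM heparin in 100 mM sodium acetate pH 7; 6 hr at 37 C, then Alexa 594 FP read.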
# TRb SRC2 PPI: disrupts binding of human TR beta to SRC2. P10828. TRbeta-SRC2 peptide binding, fluorescence polarization; receptor liganded with 1 µM T3. Potency, µM (highest dose often 106 µM), for the others: at the highest dose activity change, negative = inhibition, hits mostly inhibitors. 280,000 tested, 0.065% active. AID 1469;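 further: plate controls were bound peptide for no effect and peptide without receptor for full effect; nearly all actives have a fitted effect of over 50% in size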
#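 Fluorescence polarization of 20 nM Texas Red SRC2 peptide (20-aa NR interaction domain) bound to 0.6 uM human TRb ligand-binding domain, with 1 uM T3, after 5 hr at ambient temperature; inhibition seen as decreased polarization.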
# HTT cytoprotect: Huntington cell model cytoprotection by ATP luminescence; PC12 HTT-Q103 induced, cytoprotection, ATP luminescence, 40 h; Potency, µM (top dose mostly 56.4 µM), without a hit: cytoprotection (ATP increase), usual class: activators; 230,000 tested, 0.14% active; AID 1471;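 further: % of control where 0% means no effect; nearly all actives have a fitted effect of over 45% in size; toxic huntingtin expression switched on by the ecdysone agonist tebufenozide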
#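 ATP quantification (ATPlite) reports survival of PC12 cells in which tebufenozide, 100 nM final, switches on Htt exon 1 with 103 glutamines linked to GFP; compounds are titrated.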
# Tau fluor counter: counter-screen for tau fibril formation inhibitors; tau K18 P301L Alexa594 fluorescence, heparin fibrillization; 280,000 tested, 0.93% active; Potency, µM (doses to about 57.7 µM), for the others: at the highest dose activity change, negative = decrease; further: on the % scale 0 is the no-effect control and ±100 the full control effect; nearly all actives have a fitted effect of over 55% in size
#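 Human tau K18 P301L (15 uM unlabeled, 0.24 uM Alexa 594-labeled) in 100 mM sodium acetate pH 7 with 20 uM heparin, 6 hr at 37 C. ThT 30 uM added, 1 hr ambient; Alexa 594 FP and total fluorescence read at 555/632 nm.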
# L3MBTL1 block: L3MBTL1 (human) inhibition; 230,000 tested, 0.66% active; Q9Y468; AlphaScreen L3MBTL1–H3K9me1 peptide binding; Potency, µM (doses to about 57.1 µM), without a hit: at the top dose activity, negative = inhibition, hits mostly inhibitors; further: on the % scale 0 is the no-effect control and ±100 the full control effect; nearly all actives have a fitted effect of over 60% in size
#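 AlphaScreen assay: L3MBTL1 (50 nM final) was preincubated 30 min at room temperature with biotinylated H3(1-15)K9me1 peptide (75 nM final), then 30 min with library compounds; streptavidin donor and nickel chelate acceptor beads (10 ug/mL final) added, 30 min dark.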
# RECQ1 inh: blocks DNA unwinding by human RECQ1; RECQ1 DNA unwinding, red fluorescence kinetic read; 240,000 tested, 0.54% active; Potency, µM (doses to about 57.3 µM), for inactives: top-dose activity, negative = inhibition, most hits filed as inhibitors;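 further: plate controls were vehicle for no effect and no enzyme for full effect; nearly all actives have a fitted effect of over 30% in size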
# Target sequence (P46063 whole entry, looked up): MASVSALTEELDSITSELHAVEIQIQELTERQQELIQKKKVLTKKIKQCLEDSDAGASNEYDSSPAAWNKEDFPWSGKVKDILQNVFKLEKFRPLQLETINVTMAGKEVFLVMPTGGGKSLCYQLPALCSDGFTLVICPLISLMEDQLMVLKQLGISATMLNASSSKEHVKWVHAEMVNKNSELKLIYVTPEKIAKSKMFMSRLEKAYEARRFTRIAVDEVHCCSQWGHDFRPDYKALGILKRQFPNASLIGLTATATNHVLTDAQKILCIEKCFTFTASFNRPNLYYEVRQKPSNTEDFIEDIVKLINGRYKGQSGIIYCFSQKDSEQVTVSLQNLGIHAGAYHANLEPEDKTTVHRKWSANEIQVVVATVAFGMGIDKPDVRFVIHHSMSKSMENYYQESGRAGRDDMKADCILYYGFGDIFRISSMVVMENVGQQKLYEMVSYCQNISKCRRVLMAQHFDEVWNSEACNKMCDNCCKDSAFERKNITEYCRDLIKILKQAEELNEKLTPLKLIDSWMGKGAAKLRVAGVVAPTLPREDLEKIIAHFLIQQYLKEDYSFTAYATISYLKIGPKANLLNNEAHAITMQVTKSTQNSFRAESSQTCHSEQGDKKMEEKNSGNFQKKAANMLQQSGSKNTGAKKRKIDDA
#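 50 nM RECQ1T1 preincubated 15 min with compound in Tris pH 8.0 buffer with MgCl2, DTT, Tween-20 and 2.5 ug/ml poly(dI-dC); started with 200 nM TAMRA/BHQ-2 forked duplex and 2 mM ATP. Unwinding read as fluorescence (525/598 nm), two reads 2 h apart.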
# TR SRC2 fluor cs: alters Texas Red total fluorescence, flagging assay interference; Potency, µM (top dose mostly 106 µM), for inactives: at the highest dose fluorescence change, negative = quenching; TRb/SRC2 Texas Red total fluorescence interference; AID 1479; 280,000 tested, 0.29% active; active means well fitted curve in either direction with a large enough effect; inconclusive means small, poorly fitted or top-dose-only effect; further: on the % scale 0 is the no-effect control and ±100 the full control effect
#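 Human TRb ligand-binding domain at 0.6 uM with 20 nM Texas Red SRC2 peptide in Tris buffer containing 1 uM T3 and 5% DMSO, incubated with compound 5 h at ambient temperature. Total fluorescence (555/632 nm) calculated as parallel + 2 × perpendicular.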
# Numbers without * were called inactive; i = inactive; ? = inconclusive; nt = not tested or not shown; & = joins results of further samples; [ ] = dose if it differs, or a comment. Unless noted, the call rests on the fitted dose curve; in most records, active means well fitted curve in the direction sought with a large enough effect; inconclusive means small, poorly fitted or top-dose-only effect, or another doubt; inactive means no such curve, though single readings can be large; an effect the other way counts as inactive or inconclusive. Potency means the concentration at half of the fitted maximal effect.
molecule	Tau ThT inhib	Tau FP inhib	TRb SRC2 PPI	HTT cytoprotect	Tau fluor counter	L3MBTL1 block	RECQ1 inh	TR SRC2 fluor cs
COc1ccc(C(=O)NCCN2CCOCC2)c(OC)c1OC	-1.9%	0.7%	-9.3%	6.4%[10 µM]	4.8%	-4.4%	-5.6%	-2.2%
COc1ccccc1Nc1ncc(C(=O)Nc2ccc(OC)c(OC)c2)c2ccccc12	?	-2.4%&7.0%	2.0%&6.2%	nt	?	3.7%	-2.1%	-1.5%&-8.5%
COc1cccc(-c2nnc(NC(=O)c3ccc4ncsc4c3)o2)c1	?	3.2%	3.5%	nt	-13.3%	24.2%	0.0%	-1.9%
CCOC(=O)c1c(NC(=O)CSc2nnc(-c3ccccc3)n2CC)sc(C(C)=O)c1C	-9.5%	1.4%	1.7%	-16.3%	-3.8%	-5.6%	i	0.5%
COc1nc(Nc2cccc([N+](=O)[O-])c2)nc(OC)n1	-6.9%	1.6%	0.0%	-7.3%	-3.7%	1.0%	-5.1%	-3.5%
Cc1ccc(S(=O)(=O)NCCC(=O)N2CCN(Cc3ccccc3)CC2)cc1	-8.1%	1.5%	6.0%	-2.5%[0.074 µM]	0.2%	5.1%	-2.6%	1.3%
O=C(O)c1cccc(Cn2cccn2)c1	-5.1%	6.6%	-13.8%	3.9%	-1.2%	1.1%	-6.1%	-0.7%
Cc1ccc(OCC(=O)N2CCOCC2)cc1C	13.6%	4.6%	-3.9%[53 µM]	-16.2%[10 µM]	11.9%	-6.0%	-1.9%	-1.3%[53 µM]
COc1ccc(S(=O)(=O)N2CCc3ccccc32)cc1C(=O)OCc1c(C)noc1C	-7.3%	5.7%	-7.9%	0.4%[4.97 µM]	-20.9%	1.5%	-17.3%	2.8%
Cc1ccccc1NC(=O)CSCCO	4.7%	-0.1%	-6.2%	-3.9%[10 µM]	11.4%	1.3%	-12.4%	0.1%
COC(=O)c1cccc(NC(=O)Cn2cnc3c2c(=O)n(C)c(=O)n3C)c1	-5.8%	2.4%	1.4%	4.4%[10 µM]	-2.6%	nt	i	-2.7%
CCOC(=O)c1[nH]c2c(c1Cc1ccccc1OC)C(=O)CC(c1ccccc1)C2 (centres undefined)	4.6%	-6.3%	-5.2%	nt	-9.7%	nt	nt	1.4%
CCn1c(SCC(=O)OC)nnc1-c1ccncc1	-2.7%	-5.8%	-8.5%	15.0%[10 µM]	-0.4%	4.7%	-1.9%	-1.8%
CCOC(=O)c1ccccc1NC(=O)CSc1nncn1C	0.7%	-0.4%	-0.4%	0.6%[10 µM]	6.8%	-2.1%	i	-0.2%
CCCCN(CC)C(=S)Nc1ccc2nc3n(c(=O)c2c1)CCCCC3	-0.4%	8.4%	-13.3%	19.4%[10 µM]	-5.8%	-1.5%	-1.6%	-0.3%

# Limited to L3MBTL1 block and TRb SRC2 PPI, for three of the compounds above:
SMILES,L3MBTL1 block,TRb SRC2 PPI
COc1ccc(C(=O)NCCN2CCOCC2)c(OC)c1OC,-4.4%,-9.3%
COc1ccccc1Nc1ncc(C(=O)Nc2ccc(OC)c(OC)c2)c2ccccc12,3.7%,2.0%&6.2%
COc1cccc(-c2nnc(NC(=O)c3ccc4ncsc4c3)o2)c1,24.2%,3.5%

# Next section.
molecule	Tau ThT inhib	Tau FP inhib	TRb SRC2 PPI	HTT cytoprotect	Tau fluor counter	L3MBTL1 block	RECQ1 inh	TR SRC2 fluor cs
COc1cccc(N2CCN(C(c3ccccn3)c3nnnn3C(C)(C)C)CC2)c1 (centres undefined)	-6.9%	0.8%	2.0%	8.7%[1.9 µM]	-7.6%	2.0%	0.0%	2.4%
O=C(O)CCC(=O)Nc1ccccc1C(=O)Nc1ccccc1	9.6%	7.8%	-5.3%	-10.0%	11.6%	nt	15.7%	-2.9%
CCC(C)NC(=O)c1cc(-c2cccc(OC)c2)on1 (centres undefined)	-11.6%	-2.6%	-1.0%	nt	-13.3%	nt	nt	7.8%
CCN(C(=O)Cc1ccccc1OC)c1nnc(-c2ccncc2)s1	-13.2%	-4.5%	-10.5%	-1.4%	-8.1%	1.7%	-1.8%	-3.0%
CCOc1ccc(C2CC(c3ccc(CC)cc3)Nc3nc(N)nn32)cc1 (centres undefined)	-3.8%	0.8%	5.4%	-3.0%	-10.6%	-8.5%	0.9%	-0.1%
COc1cccc(N=C2SC(CC(=O)Nc3ccccc3)C(=O)N2Cc2ccccn2)c1 (centres undefined)	-10.7%	4.7%	-1.9%	-21.3%	?	-14.0%	-27.8%	1.0%
Cc1cccc(NC(=O)c2cc([N+](=O)[O-])ccc2N2CCN(C)CC2)c1	8.0%	-5.7%	0.7%	-38.3%	-1.2%	-7.4%	i	-1.2%
O=C(CN(C1CCCCC1)S(=O)(=O)c1ccc(Cl)cc1)NCc1ccncc1	6.6%	1.2%	-1.5%	9.6%	-8.5%	2.5%	-12.2%	3.6%
Cc1cc(NC(=O)c2cc(S(=O)(=O)N3CCCCC3)ccc2C)n(-c2ccccn2)n1	-9.3%	-6.6%	5.8%	-10.6%	-25.2%	1.8%	-15.4%	0.3%
CCN(CC)C(=O)CN(c1cccc(C(F)(F)F)c1)S(C)(=O)=O	-12.4%	5.5%	-16.7%	-0.4%	-2.4%	nt	19.4%	-1.1%
CC1(C)Cc2c(sc(/N=C/N3CCCC3)c2C#N)C(C)(C)N1	-4.9%	-1.2%	-14.6%	16.2%[10 µM]	-5.6%	-4.5%	-0.1%	-3.0%
O=c1[nH]ncn1-c1ccccc1C(F)(F)F	-6.6%	-0.2%	-5.5%	4.2%[10 µM]	-4.3%	1.2%	-16.6%	1.7%
COc1ccc(OC(=O)CCc2c[nH]c3ccccc23)cc1	?	?	-7.8%	-34.9%	?	11.8%	-3.5%	-6.4%
COC(=O)C1=CN(CC2CCCO2)C=C(C(=O)OC)C1c1cccc(O)c1 (centres undefined)	0.3%	-12.4%	-2.1%	-22.7%	-3.6%	nt	-0.8%	-0.1%
Cc1ccc(S(=O)(=O)NCCC(=O)Oc2ccc3ccc(=O)oc3c2)cc1	?	-4.3%	-8.0%	-3.2%[10 µM]	-15.2%	2.4%	-4.6%	0.0%

# More structures
molecule	Tau ThT inhib	Tau FP inhib	TRb SRC2 PPI	HTT cytoprotect	Tau fluor counter	L3MBTL1 block	RECQ1 inh	TR SRC2 fluor cs
Cn1c(=S)[nH]c2[nH]c(=O)cnc2c1=O	7.1%	10.5%	1.3%	-10.6%[10 µM]	17.9%	12.0%	-17.2%	-5.2%
COc1ccc(NS(=O)(=O)c2ccc(N/N=C(\C)c3ccncc3)c([N+](=O)[O-])c2)cc1	1.9%	-2.7%	-13.5%	-10.3%[0.074 µM]	2.6%	-27.9%	4.0%	-7.5%
O=C(CSc1nc2nc3c(cc2c(=O)n1-c1ccccc1)CCCC3)Nc1cccc2ccccc12	-9.8%	10.2%	-2.1%	17.1%[10 µM]	-7.1%	-7.8%	-8.3%	-0.9%
Nc1nc(SCC(=O)Nc2cccc(C(F)(F)F)c2)n[nH]1	-9.7%	-1.3%	-2.3%	nt	-20.0%	nt	nt	0.5%
CN1CCn2c1nc(N1CCCCC1)nc2=O	-3.4%	5.3%	-6.8%	-18.3%[0.074 µM]	5.3%	5.9%	-4.1%	0.4%
CCCOc1ccc(C2C(C#N)=C(N)Oc3nc[nH]c(=O)c32)cc1OC (centres undefined)	-12.3%	0.3%	7.9%	2.8%	-5.4%	7.2%	-3.1%	0.8%
Cc1nnc(OCC(=O)NCCC2=CCCCC2)c2ccccc12	-1.1%	4.1%	-5.1%	11.2%	4.5%	nt	9.9%	-0.7%
COc1ccc2c(CC(=O)OCC(=O)N3CCc4ccccc43)coc2c1	?	0.3%	3.9%	-7.9%[10 µM]	-14.2%	nt	-9.3%	-3.3%
CCc1ccc(NC(=O)CSC2=Nc3ccccc3C3=NC(CCC(=O)NCc4ccccc4)C(=O)N23)cc1 (centres undefined)	16.2%	12.4%	3.8%	nt	-1.6%	nt	nt	3.8%
Cc1ccccc1NC(=O)NNC(=O)OC(C)(C)C	12.0%	-1.9%	-11.1%	nt	9.9%	-0.6%	i	-1.4%
O=C(NCc1ccc(Cl)cc1)c1ccc(CNc2c(N3CCCC3)c(=O)c2=O)cc1	nt	4.0%	-0.9%	-15.1%[10 µM]	-9.2%	nt	i	-1.2%
CC1CCN(CCCCOc2cccc(Br)c2)CC1	-6.4%	13.9%	-11.8%	8.0%[10 µM]	-4.9%	6.4%	i	-1.2%
COc1cc(NC(=O)CN2C(=O)COc3ccc(S(=O)(=O)NC4CCCC4)cc32)cc(OC)c1	-2.6%	?	6.9%	nt	-23.2%	nt	nt	8.2%
Cn1nc(C(=O)N2CCN(C(c3ccccc3)c3ccccc3)CC2)c2ccccc2c1=O	?	-9.5%	8.6%	13.6%[10 µM]	-14.7%	-6.2%	i	-2.9%
Cc1c(N2C(=O)SC(CC(=O)O)C2=O)c(=O)n(-c2ccccc2)n1C (centres undefined)	-12.6%	-3.1%	0.0%	-24.1%	-3.2%	6.3%	18.5%	-0.7%
COC(=O)N1[C@H](C)C=C[C@]1(Cc1ccccc1)C(=O)NCc1ccc(N(C)C)cc1	-17.9%	-9.7%	-6.8%	-50.1%[inhibitor]	-22.6%	nt	2.5%	-3.6%
CCCNC(=O)CSc1nnc(C)s1	-11.5%	1.4%	4.7%	-36.6%	-6.0%	nt	-6.1%	-0.9%
Cc1cc([N+](=O)[O-])nn1CCCC(=O)N1CCN(c2ccc(F)cc2)CC1	?	-0.8%	2.0%	8.4%[10 µM]	-11.6%	-1.5%	2.7%	-1.4%

# Bioassay records from PubChem.

# Some of the compounds tested. The share of hits here may be higher or lower than overall.
